Bioassay records deposited in PubChem BioAssay by National Center for Advancing Translational Sciences (NCATS).
GAA glycogen – alters human alpha-glucosidase cleavage of glycogen; P10253; recombinant GAA, glycogen substrate, Amplex Red glucose oxidase fluorescence; Potency, µM (highest dose often 76.4 µM), for the others: at the top dose activity change, negative = inhibition, most hits filed as inhibitors; 300,000 tested, 0.38% active; AID 2100;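 further: 0% = full enzyme reaction and -100% = no-enzyme basal signal; the screen sought inhibitors and activators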
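Recombinant enzyme (4 nM final) with compounds titrated up to 77 uM and bovine liver glycogen (30 ug) in citrate pH 5.0, 0.01% Tween-20, 37 C 40 min. Released glucose detected by Amplex Red/glucose oxidase (Ex 573/Em 610); AC50 from Hill fits.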
GoLoco inh red – blocks human Gai1 binding to RGS12 GoLoco peptide, red readout; P63096; Potency, µM (titrated, usually from 61.6 µM), without a hit: at the highest dose activity, negative = inhibition, usual class: inhibitors; 230,000 tested, 0.44% active; Gai1:RGS12 GoLoco peptide FP, rhodamine, 10 min; active means well fitted inhibition curve with a large enough effect, not every such curve was filed as active; inactive means no such curve, though single readings can be large or run the other way; further: on the % scale 0 is the no-effect control and ±100 the full control effect; nearly all actives have a fitted effect of over 30% in size; many of its hits are not listed in these tables
GLA spleen mod – inhibits or activates alpha-galactosidase in human spleen homogenate; Potency, µM (doses to about 80 µM), for inactives: top-dose activity change, negative = inhibition, most hits filed as inhibitors; 240,000 tested, 0.008% active; human spleen homogenate, 4MU-alpha-Gal fluorescence, 40 min; P06280;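 further: 0% = enzyme with vehicle and -100% = no enzyme basal signal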
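qHTS titration in buffer at pH 5.0. Alpha-galactosidase activity in spleen homogenate was measured via 4-methylumbelliferone release from 1 mM fluorogenic substrate after 40 min at 37C and a pH 10 stop. AC50 came from Hill fits of control-normalized data.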
aGlu spleen mod – inhibits or activates alpha-glucosidase in human spleen homogenate. AID 2112. P10253. Potency, µM (titrated, usually from 79.9 µM), for inactives: at the top dose activity change, negative = inhibition, actives largely listed as inhibitors. 240,000 tested, 0.006% active. human spleen homogenate, 4-MU-alpha-glucoside fluorescence;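 further: 0% = enzyme with vehicle and -100% = no enzyme basal signal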
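Compounds were titrated against alpha-glucosidase in spleen homogenate at pH 5.0, with 1 mM 4-methylumbelliferyl substrate for 40 min at 37 C. Reactions were quenched with pH 10 NaOH/glycine and fluorescence measured.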
GAA inh – inhibitors of human lysosomal alpha-glucosidase; 200,000 tested, 0.005% active; Potency, µM (doses to about 76.9 µM), without a hit: at the top dose activity change, negative = inhibition, most hits filed as inhibitors; P10253; purified human GAA, 4-MU-alpha-glucoside fluorescence;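 further: plate controls were uninhibited enzyme wells for no effect and no-enzyme background for full effect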
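Read-out is 4-methylumbelliferone fluorescence (Ex 365/Em 440 nm) after NaOH/glycine stop at pH 10. Enzyme 4 nM, substrate 400 uM, pH 5.0 citrate buffer, 20 min room temperature; AC50 from Hill-equation concentration-response.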
JMJD2E inh – blocks human JMJD2E demethylase activity; B2RXH2; JMJD2E catalytic domain, FDH-coupled NADH fluorescence (FDH is formaldehyde dehydrogenase); Potency, µM (doses to about 57.1 µM), for inactives: at the top dose activity change, negative = inhibition, hits mostly inhibitors; 230,000 tested, 1.6% active; AID 2147; active means well fitted inhibition curve with a large enough effect, not every such curve was filed as active; inconclusive means small, poorly fitted or top-dose-only effect, or another doubt; inactive means no such curve, though single readings can be large or run the other way;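 further: 0% = wells with enzyme and -100% = buffer wells without enzyme; nearly all actives have a fitted effect of over 50% in size; many of its hits are not listed in these tables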
Target sequence (B2RXH2 1-337 limits assumed): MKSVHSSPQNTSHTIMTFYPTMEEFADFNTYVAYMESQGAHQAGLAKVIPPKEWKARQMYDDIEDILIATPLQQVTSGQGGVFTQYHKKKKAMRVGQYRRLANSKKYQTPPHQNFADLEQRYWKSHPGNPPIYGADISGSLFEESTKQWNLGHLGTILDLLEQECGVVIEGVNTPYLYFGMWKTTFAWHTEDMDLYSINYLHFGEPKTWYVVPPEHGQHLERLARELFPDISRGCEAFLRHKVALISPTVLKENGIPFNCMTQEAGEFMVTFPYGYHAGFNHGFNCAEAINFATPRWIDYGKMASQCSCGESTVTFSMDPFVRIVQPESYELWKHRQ
ALDH1A1 block – inhibitors of human aldehyde dehydrogenase 1A1 | P00352 | Potency, µM (highest dose often 75.3 µM), inactives show top-dose activity, negative = inhibition, most hits filed as inhibitors | AID 1030 | Purified ALDH1A1, NADH fluorescence, propionaldehyde substrate | 220,000 tested, 7.3% active; active means well fitted inhibition curve with a large enough effect, not every such curve was filed as active; inconclusive means small, poorly fitted or top-dose-only effect, or another doubt; inactive means no such curve, though single readings can be large or run the other way;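 further: plate controls were no enzyme wells and a reference inhibitor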
Target sequence (P00352 whole entry, looked up): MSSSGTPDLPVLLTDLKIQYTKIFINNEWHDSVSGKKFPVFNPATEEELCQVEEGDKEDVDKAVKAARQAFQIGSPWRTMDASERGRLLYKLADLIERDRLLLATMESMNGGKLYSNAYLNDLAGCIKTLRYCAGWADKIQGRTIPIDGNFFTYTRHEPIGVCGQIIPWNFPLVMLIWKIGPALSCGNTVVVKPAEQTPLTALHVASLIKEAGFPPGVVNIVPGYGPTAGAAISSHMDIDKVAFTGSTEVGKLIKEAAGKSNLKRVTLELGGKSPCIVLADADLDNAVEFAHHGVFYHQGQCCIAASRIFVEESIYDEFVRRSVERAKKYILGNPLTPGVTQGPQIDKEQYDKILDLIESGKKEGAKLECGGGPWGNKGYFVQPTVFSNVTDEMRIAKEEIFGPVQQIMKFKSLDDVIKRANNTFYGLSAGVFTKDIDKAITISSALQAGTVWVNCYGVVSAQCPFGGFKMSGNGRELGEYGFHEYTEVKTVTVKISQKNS
SMN2 splice up – SMN2 splice variant enhancement; HEK293 SMN2-luciferase splicing reporter, luminescence, 30-36 h; Potency, µM (series often up to 46.1 µM), inactives show top-dose activity change, positive = activation, hits mostly activators; 210,000 tested, 2.8% active; further: % of control where 0% means no effect; nearly all actives have a fitted effect of over 55% in size
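qHTS luciferase splicing reporter: luminescence rises when SMN2 exon 7 is included in transfected HEK293 cells. Compound exposure lasted 30-36 h at 37C, with 4.5 mM final sodium butyrate as control, followed by a ONE-Glo read.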
* = called active by the depositor; ? = inconclusive; · = no result given; & = joins results of further samples; [ ] = dose if it differs, or a comment. Unless noted, the call rests on the fitted dose curve; in most records, active means well fitted curve in the direction sought with a large enough effect; inconclusive means small, poorly fitted or top-dose-only effect, or another doubt; inactive means no such curve, though single readings can be large; an effect the other way counts as inactive or inconclusive. Potency means the concentration at half of the fitted maximal effect. These rows are one share of the data, so the mix of outcomes need not match the whole.

No.	smiles	GAA glycogen	GoLoco inh red	GLA spleen mod	aGlu spleen mod
1	CCOc1ccccc1N1CC(C(=O)Nc2ccc3c(c2)OCCO3)CC1=O (stereo not given)	1%	12%	-2%	7%
2	COC(OC)c1ccnc(-c2ccc(OC(C)=O)cc2)n1	1%	4%	3%	·
3	CC1(C)Cc2c(c(N3CCOCC3)nc3sc4c(NN)ncnc4c23)CS1	-10%	11%	-3%	-8%
4	COc1ccc(Cl)cc1-c1nc(N)nc(N(C)C)n1	10%	0%	-3%	-9%
5	CCOC(=O)c1sc2nc(C3CC3)cc(-c3ccc(F)cc3)c2c1N	3%	9%	-5%	1%
6	C=C1CCN(C(C(=O)OC)C(C)C)S(=O)(=O)c2ccccc21 (stereo not given)	3%	0%	5%&3%	-1%&0%
7	COC(=O)c1c(NC(=O)CN2CCC3(O)CCCCC3C2c2ccc(OC)cc2OC)sc(C)c1C (stereo not given)	12%	107%[activator]	0%	5%
8	O=c1c([N+](=O)[O-])c(NCCN2CCCCCC2)c2ccccc2n1-c1ccccc1	2%	9%	-1%	-3%
9	Cc1cc(C)cc(C(=O)Nc2ccc3[nH]c(=O)[nH]c3c2)c1	1%	2%	3%	-2%
10	COc1ccc(C2c3sc(=O)[nH]c3SC3C(=O)N(c4ccccc4)C(=O)C32)cc1 (stereo not given)	?	13%	1%	-10%

No.	GAA inh	JMJD2E inh	ALDH1A1 block	SMN2 splice up
1	-4%	5%	-3%	14%
2	-3%	11%	-3%	?
3	-4%	?	?	-61%[inhibitor]
4	1%	6%	8%	9%
5	-6%	?	·	-6%
6	·	1%	·	·
7	-1%	-8%	2.5µM*	-3%
8	-2%	-10%	4µM*	-1%
9	0%	?	-4%	·
10	-11%	-5%	22µM*	2%

Ordered by SMILES length (lowest first): some entries from above
No.	smiles	GAA glycogen	GoLoco inh red	GLA spleen mod	aGlu spleen mod
4	COc1ccc(Cl)cc1-c1nc(N)nc(N(C)C)n1	10%	0%	-3%	-9%
2	COC(OC)c1ccnc(-c2ccc(OC(C)=O)cc2)n1	1%	4%	3%	·
6	C=C1CCN(C(C(=O)OC)C(C)C)S(=O)(=O)c2ccccc21 (stereo not given)	3%	0%	5%&3%	-1%&0%
5	CCOC(=O)c1sc2nc(C3CC3)cc(-c3ccc(F)cc3)c2c1N	3%	9%	-5%	1%
1	CCOc1ccccc1N1CC(C(=O)Nc2ccc3c(c2)OCCO3)CC1=O (stereo not given)	1%	12%	-2%	7%
3	CC1(C)Cc2c(c(N3CCOCC3)nc3sc4c(NN)ncnc4c23)CS1	-10%	11%	-3%	-8%
8	O=c1c([N+](=O)[O-])c(NCCN2CCCCCC2)c2ccccc2n1-c1ccccc1	2%	9%	-1%	-3%
7	COC(=O)c1c(NC(=O)CN2CCC3(O)CCCCC3C2c2ccc(OC)cc2OC)sc(C)c1C (stereo not given)	12%	107%[activator]	0%	5%

No.	GAA inh	JMJD2E inh	ALDH1A1 block	SMN2 splice up
4	1%	6%	8%	9%
2	-3%	11%	-3%	?
6	·	1%	·	·
5	-6%	?	·	-6%
1	-4%	5%	-3%	14%
3	-4%	?	?	-61%[inhibitor]
8	-2%	-10%	4µM*	-1%
7	-1%	-8%	2.5µM*	-3%

Carrying on:
No.	smiles	GAA glycogen	GoLoco inh red	GLA spleen mod	aGlu spleen mod
11	COC(=O)c1cc(NS(=O)(=O)c2ccc3c(c2)CCC(=O)N3)cc(C(=O)OC)c1	0%	7%	3%	-1%
12	COc1ccc(N2C(=O)C(CN3CCCCC3)C2c2ccccc2)cc1 (stereo not given)	-2%	8%	-6%	-8%
13	COCCOC(=O)c1c(C)n(C)c2ccc(OC(=O)c3cccs3)cc12	1%	7%	-5%	-4%
14	CC(=O)Nc1ccc(OC(=O)c2ccc(Cl)cc2)cc1	11%	2%	-1%	3%
15	C/C(CC(=O)Nc1ccc(Cl)c(Cl)c1)=N\NC(=O)Cc1ccccc1	7%	2%	0%	-5%
16	CC(=O)c1ccc(NC(=S)N2C(C)CCCC2C)cc1 (stereo not given)	3%	·	-1%	-3%
17	Cc1cc(NC(=O)CSc2ccc(-c3ccc4c(c3)OCO4)nn2)no1	2%	-10%	-2%	6%
18	COC(=O)c1ccc(CSc2nc3ccc(C)cc3[nH]2)o1	3%	9%	-1%	-10%
19	CN1CCN(c2ccc(Cl)cc2NS(=O)(=O)c2ccccc2Cl)CC1	4%	4%	4%	-1%
20	COc1ccc(C(=O)NNC(=O)c2ccc(S(=O)(=O)N3CCCCC3)cc2)cc1	-8%	13%	6%	-14%

No.	GAA inh	JMJD2E inh	ALDH1A1 block	SMN2 splice up
11	2%	-7%	-11%	19%
12	-12%	2%	6%	-16%
13	?	2%	-13%	-13%
14	1%	-5%	-4%	-6%
15	-3%	9%	?	4%
16	-9%	-6%	-11%	·
17	1%	4%	3%	14%
18	3%	-11%	4%	-19%
19	-1%	-1%	14µM*	5%
20	4%	2%	?	·

Further structures:
No.	smiles	GAA glycogen	GoLoco inh red	GLA spleen mod	aGlu spleen mod
21	O=C(CSc1nnc2c(n1)[nH]c1ccccc12)Nc1ccc2c(c1)OCO2	3%	3%	-16%	-10%
22	c1ccc(Oc2ccc(-c3ccnc4nc(N5CCN(c6ccccc6)CC5)nn34)cc2)cc1	2%	-2%	-4%	-9%
23	COc1ccc(NC(=O)CSc2c(C)n[nH]c2C)cc1	4%	-16%	2%	-2%
24	CC(C)(C)c1ccc(OC(=O)c2ccccc2)cc1	7%	4%	6%	7%
25	COc1ccc(S(=O)(=O)N(C)c2ccc(C(=O)N3CCC(C(N)=O)CC3)cc2)cc1	-7%	4%	11%	3%
26	Cc1cc(C)c(O)c(-c2cc(C(=O)NCCc3ccc(S(N)(=O)=O)cc3)[nH]n2)c1	?	4%	-11%	-1%
27	COC(=O)c1sccc1NC(=S)Nc1cccc(F)c1	-3%	6%	1%	-9%
28	CCn1c(-c2ccoc2C)n[nH]c1=S	6%	7%	-2%	2%
29	CSc1ccc(C#N)cc1NC(=O)c1ccc(Cl)cc1	0%	0%	7%	-1%
30	CCOC(=O)c1c(NC(=S)Nc2cccnc2)sc(C)c1C	-29%	1%	-1%	-1%

No.	GAA inh	JMJD2E inh	ALDH1A1 block	SMN2 splice up
21	-11%	2%	?	-48%[inhibitor]
22	-1%	2%	-5%	-4%
23	-9%	0%	16µM*	4%
24	-3%	-4%	9%	·
25	-5%	-3%	-5%	-21%
26	·	6%	·	·
27	?	-3%	-6%	·
28	-1%	4%	10%	-2%
29	-1%	-27%	1%	-25%
30	-3%	7%	?	23%

(next part)
No.	smiles	GAA glycogen	GoLoco inh red	GLA spleen mod	aGlu spleen mod
31	COc1cc(/C=N/NC(=O)CC2(C)OCCCO2)ccc1OCc1ccccc1	2%	10%	-1%	-8%
32	COc1ccccc1NC(=O)c1nn(C)cc1Br	8%	6%	-2%	1%
33	O=C(Nc1nc(-c2cccs2)c(-c2cccs2)s1)C1CCCC1	-10%	16%	3%	1%
34	CCCOc1ccc(C(=O)NNC(=S)NC(C)=O)cc1	0%	-3%	14%	-17%
35	CC(C1CC1)N(Cc1ccccc1)C(=O)NC(=O)c1ccccc1 (stereo not given)	-9%	-2%	3%	6%
36	Cc1ccc(N=Nc2c(C)[nH]n(C(N)=S)c2=O)cc1	-7%	2%	-1%	-17%
37	CC(C)NC(=O)c1ccccc1N(Cc1ccccc1)S(C)(=O)=O	-11%	7%	-8%	-5%
38	COc1ccc(C2OC(=O)CC2C(=O)NC2CCCCCC2)cc1OC (stereo not given)	3%	·	11%	-10%
39	O=C(CCn1nnc2ccccc2c1=O)N[C@@H](Cc1c[nH]c2ccccc12)C(=O)O	2%	2%	3%	-11%
40	CCCC1Cc2c(sc3nc(SC)nc(N)c23)CO1 (stereo not given)	-3%	4%	-10%	-2%

No.	GAA inh	JMJD2E inh	ALDH1A1 block	SMN2 splice up
31	1%	-4%	11µM*	29%
32	-1%	-1%	3%	-4%
33	-1%	?	?	-9%
34	1%	?	-12%	-39%[inhibitor]
35	0%	2%	9%	3%
36	-4%	1%	?	18µM*
37	-6%	9%	5%	0%
38	-5%	0%	3%	·
39	·	5%	·	·
40	-5%	2%	7%	-26%

Next compounds.
No.	smiles	GAA glycogen	GoLoco inh red	GLA spleen mod	aGlu spleen mod
41	COC(=O)CN1C2=NCCCN2c2ccccc21	-14%	-15%	-19%	-1%
42	COc1ccc(N2CCN(S(=O)(=O)c3cnc[nH]3)CC2)cc1	-14%	-4%	2%	0%
43	Cc1cc(C)cc(NC(=O)CSc2nc3[nH]ncc3c(=O)[nH]2)c1	2%	5%	6%	6%
44	COc1cc(C(=O)NCc2ccco2)cc(OC)c1OC	4%	1%	-3%	-5%
45	Cc1ccc(C2=[N+]([O-])C(C)N(O)C2(C)C)o1 (stereo not given)	6%	8%	8%	0%
46	Nc1ccnn1Cc1ccncc1	19%	20%	9%	5%
47	O=C(C[N+]1(CC#Cc2ccccc2)CCCCC1)c1ccc(Cl)cc1	4%	31%[activator]	-3%	-4%
48	CC1(C)CC(N=Cc2c(O)n(Cc3ccc4c(c3)OCO4)c(=O)c3ccccc23)CC(C)(C)N1	-8%	12%	3%	-3%
49	COC(=O)c1ccccc1NC(=O)Cn1cnc2cc(C)c(C)cc21	-5%	12%	15%	5%
50	CCCCNC(=O)N(O)C1N(/N=C/c2cccnc2)C(=S)SC1(C)C (stereo not given)	-11%	10%	2%	2%

No.	GAA inh	JMJD2E inh	ALDH1A1 block	SMN2 splice up
41	10%	6%	-2%	11%
42	-3%[15.4 µM]	1%	4%	·
43	0%	6%	12%	-30%
44	-3%	7%	6%	-3%
45	-1%	3%	6%	3%
46	-4%	?	0%	·
47	-2%	-6%	22µM*	1%
48	-12%	-1%	12%	-10%
49	3%	5%	5%	-24%
50	·	2%	·	·
